# G9a block = qHTS Assay for Inhibitors of Histone Lysine Methyltransferase G9a; Histone-lysine N-methyltransferase EHMT2 (Homo sapiens), Q96KQ7; G9a H3K9 monomethylation, AlphaScreen, 2 h; Potency, µM (titrated, usually from 102 µM), for inactives: at the top dose activity, negative = inhibition, most hits filed as inhibitors; 8.8% of 350,000 active; AID 504332, 2011; further: on the % scale 0 is the no-effect control and ±100 the full control effect; nearly all actives have a fitted effect of over 75% in size
#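 Enzyme 20 nM + cpd, 15 min RT; add b-H3K9 pep 500 nM / SAM 20 uM; 2 h RT; anti-H3K9me1 Ab 0.5 ug/mL + SA donor / anti-rabbit acceptor beads 20 ug/mL each, 10 min; AlphaScreen read.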
# Pol kappa inh = qHTS for Inhibitors of Polymerase Kappa; DNA polymerase kappa (Homo sapiens), Q9UBT6; purified Pol kappa, fluorescent DNA synthesis assay, 10 min; Potency, µM (series often up to 107 µM), inactives show at the highest dose activity, negative = inhibition, hits mostly inhibitors; 0.53% of 400,000 active; further: on the % scale 0 is the no-effect control and ±100 the full control effect
#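 Pol kappa 10 nM + cpd, 15 min RT; start w/ substrate 50 nM final; fluorescence kinetic read, 0 and 10 min. Neg ctrl: buffer, no enzyme.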
# Anesthetic bind = qHTS Assay for Identification of Novel General Anesthetics. Ferritin light chain (Equus caballus), P02791. apoferritin/1-aminoanthracene competitive binding, fluorescence. Potency, µM (highest dose often 77.5 µM), without a hit: at the highest dose activity change, negative = displacement, hits mostly inhibitors. 0.074% of 350,000 active. AID 485281, 2010; further: on the % scale 0 is the no-effect control and ±100 the full control effect; nearly all actives have a fitted effect of over 20% in size
#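 Apoferritin-based anesthetic binding model; compound displacement of fluorescent 1-AMA measured as endpoint fluorescence after 10 minutes at room temperature, scaled to free-ligand and complex controls.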
# BLM inh = qHTS Assay for Inhibitors of Bloom's syndrome helicase (BLM). recombinant BLM DNA unwinding, fluorescence dequenching. 0.2% of 350,000 active. Potency, µM (doses to about 56.1 µM), for the others: at the top dose activity change, negative = inhibition, most hits filed as inhibitors;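 further: plate controls were vehicle for no effect and no enzyme for full effect; nearly all actives have a fitted effect of over 35% in size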
# Pol eta inh = qHTS for Inhibitors of Polymerase Eta. 1.2% of 390,000 active. Potency, µM (titrated, usually from 114 µM), without a hit: at the highest dose activity change, negative = inhibition, most hits filed as inhibitors. DNA polymerase eta (Homo sapiens), Q9Y253. AID 588591, 2011. recombinant Pol eta, fluorescent DNA replication assay; further: on the % scale 0 is the no-effect control and ±100 the full control effect
#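 Pol eta (10 nM) was preincubated with compounds for 15 min at room temperature, after which fluorescent replication substrate (50 nM final) was added to start the reaction. Fluorescence was read kinetically at 0 and 10 min.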
# BAZ2B block = qHTS Assay for Inhibitors of BAZ2B | Bromodomain adjacent to zinc finger domain protein 2B (Homo sapiens), Q9UIF8 | AlphaScreen BAZ2B-H3K14Ac peptide displacement | Potency, µM (titrated, usually from 114 µM), for inactives: at the highest dose activity change, negative = inhibition, most hits filed as inhibitors | 4.4% of 360,000 active; further: on the % scale 0 is the no-effect control and ±100 the full control effect; nearly all actives have a fitted effect of over 60% in size
#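 AlphaScreen displacement of biotin-H3(5-23)K14Ac peptide (50 nM final) from BAZ2B (50 nM final) in PBS pH 7.4, 0.01% Tween-20; complex preformed 30 min RT, then compounds (top 110 uM) 30 min RT, beads 20 min dark.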
# POLB inh = qHTS Assay for Inhibitors of DNA Polymerase Beta; 1.3% of 340,000 active; AID 485314, 2010; P06746; Potency, µM (series often up to 114 µM), for inactives: top-dose activity change, negative = inhibition, usual class: inhibitors; Pol beta primer extension/strand displacement, fluorescence kinetic; further: on the % scale 0 is the no-effect control and ±100 the full control effect
#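 Reaction started by 50 nM substrate onto compound-treated Pol beta (10 nM, 15 min preincubation, room temperature); plates read at 0 min and 10 min. Normalized concentration-effect data fitted by four-parameter Hill equation.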
# APE1 inh = qHTS Assay for Inhibitors of the Human Apurinic/apyrimidinic Endonuclease 1 (APE1); recombinant APE1, TAMRA/BHQ-2 abasic DNA cleavage fluorescence; Potency, µM (top dose mostly 65.8 µM), for inactives: top-dose activity change, negative = inhibition, usual class: inhibitors; 0.35% of 350,000 active; AID 2517, 2012;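 further: plate controls were vehicle for no effect and reference inhibitor for full effect; nearly all actives have a fitted effect of over 55% in size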
# Target sequence (P27695 whole entry, looked up): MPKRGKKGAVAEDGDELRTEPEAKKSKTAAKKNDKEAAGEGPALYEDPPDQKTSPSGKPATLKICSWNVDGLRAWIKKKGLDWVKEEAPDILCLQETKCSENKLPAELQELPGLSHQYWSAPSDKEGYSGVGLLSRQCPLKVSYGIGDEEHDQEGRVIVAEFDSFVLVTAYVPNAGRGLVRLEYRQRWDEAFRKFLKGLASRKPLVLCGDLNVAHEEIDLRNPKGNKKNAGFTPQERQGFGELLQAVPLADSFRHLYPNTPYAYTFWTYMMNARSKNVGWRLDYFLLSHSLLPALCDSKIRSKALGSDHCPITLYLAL
#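 Compound pre-exposure to 0.75 nM APE1, 15 min at ambient temperature. Reaction initiated with 50 nM TAMRA/BHQ-2 THF substrate, read immediately in kinetic mode, 525 nm excitation, 598 nm emission.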
# Pol iota inh = qHTS for Inhibitors of Polymerase Iota; Potency, µM (series often up to 115 µM), for inactives: at the top dose activity, negative = inhibition, hits mostly inhibitors; Pol iota fluorescent replication assay, 10 min; AID 588590, 2011; 1% of 390,000 active
# Target sequence (Q9UNA4 whole entry, looked up): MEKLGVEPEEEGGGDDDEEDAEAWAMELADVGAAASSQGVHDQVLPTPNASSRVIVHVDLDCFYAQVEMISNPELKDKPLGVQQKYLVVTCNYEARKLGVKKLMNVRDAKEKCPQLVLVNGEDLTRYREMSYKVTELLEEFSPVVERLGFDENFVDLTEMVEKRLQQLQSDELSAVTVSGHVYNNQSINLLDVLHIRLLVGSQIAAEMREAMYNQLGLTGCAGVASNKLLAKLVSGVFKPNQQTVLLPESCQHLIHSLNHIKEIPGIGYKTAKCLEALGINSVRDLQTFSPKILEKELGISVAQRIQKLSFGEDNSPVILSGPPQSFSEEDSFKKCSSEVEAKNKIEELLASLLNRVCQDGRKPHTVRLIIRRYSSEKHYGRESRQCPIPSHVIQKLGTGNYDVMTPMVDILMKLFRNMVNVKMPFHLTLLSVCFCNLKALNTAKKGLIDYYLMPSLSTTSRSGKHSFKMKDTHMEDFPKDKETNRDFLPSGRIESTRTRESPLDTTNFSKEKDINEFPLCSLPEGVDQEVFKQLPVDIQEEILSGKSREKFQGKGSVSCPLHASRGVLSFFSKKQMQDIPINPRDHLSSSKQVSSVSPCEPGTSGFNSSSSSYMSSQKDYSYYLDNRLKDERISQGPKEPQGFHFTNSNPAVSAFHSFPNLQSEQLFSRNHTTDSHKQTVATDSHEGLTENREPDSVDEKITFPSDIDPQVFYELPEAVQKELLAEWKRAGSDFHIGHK
#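 Pol iota at 10 nM preincubated 15 min with compounds at room temperature; reaction started with fluorescent substrate, 50 nM final. Fluorescence read kinetically at 0 and 10 min; buffer-only wells as negative control.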
# An asterisk follows results filed as active; ? = inconclusive; . = not tested or not shown; & = joins results of further samples; [ ] = remark or other dose. The call rests on the fitted dose curve; in most records, active means well fitted curve in the direction sought with a large enough effect; inconclusive means small, poorly fitted or top-dose-only effect, or another doubt; inactive means no such curve, though single readings can be large; an effect the other way counts as inactive or inconclusive. Potency means the concentration at half of the fitted maximal effect. This is a subset. The share of hits here may be higher or lower than overall.
compound	G9a block	Pol kappa inh	Anesthetic bind	BLM inh	Pol eta inh	BAZ2B block	POLB inh	APE1 inh	Pol iota inh
CCc1ccccc1NC(=O)NC(CC)Cn1nnc2ccccc2c1=O (centres undefined)	0%[59 µM]	-8%	-4%	-4%	11%	3%	-14%	.	?
Cc1ccc(C)c(C(C)NC(=S)NC2CCCCC2)c1 (centres undefined)	48%	-7%	-17%	-7%	-22%	-37%	-1%	26%	2%
CN(C)c1ccc(C(=S)Nc2ccccc2)cc1	-3%	0%	-9%	-1%	-14%	?	-25%	-1%	0%
CC(C)(O)/C=C/C(=O)[C@](C)(O)C1[C@H](O)C[C@@]2(C)C3CC=C4C(C=C(O[C@@H]5O[C@H](CO)[C@@H](O)[C@H](O)[C@H]5O)C(=O)C4(C)C)[C@]3(C)C(=O)C[C@]12C (some centres undefined)	.	14%	.	.	-7%	.	.	45%	-2%
COC(=O)c1ccc(NC(=O)c2cc(S(=O)(=O)N3CCOCC3)cn2C)cc1	8%[59 µM]	-5%	-3%	0%	-5%	1%	-9%	.	32%[activator]
COc1ccc2c(Sc3ccc(Cl)cc3)c(C(=O)NCCCN3CCCCC3)[nH]c2c1	-50%[59 µM]	-9%	-1%	-5%	-3%	-23%	-11%	.	50%[activator]
NC(=O)c1ccc(-c2nnn(CC(=O)N(C3CCCCC3)C3CCS(=O)(=O)C3)n2)cc1 (centres undefined)	-2%[59 µM]	-4%	.	.	-19%	13%	.	5%	10%
Cc1cc(C)n2nc(CNS(=O)(=O)c3c(F)c(F)c(F)c(F)c3F)nc2n1	-41%	-13%	0%	1%	2%	-18%	5%	67%[activator]	1%
C1=C(CCNc2nnnn2-c2ccccc2)CCCC1	-6%[59 µM]	-18%	?	0%	4%	7%	15%	0%	13%
O=C(NCCc1nc2ccccc2[nH]1)c1cc([N+](=O)[O-])cc([N+](=O)[O-])c1	4%[59 µM]	-16%	4%	4%	-20%	-14%	35%	12%	33%[activator]
CN(CCn1ccnc1)C(=O)CC1C(=O)NCCN1Cc1ccccc1C(F)(F)F (centres undefined)	0%	3%	-8%	-9%	2%	2%	6%	4%	32%[activator]
CCOC(=O)c1[nH]c(C)c(C(=O)Nc2cccc(Cl)c2C)c1C	18%[2.33 µM]	-6%	-22%	1%	-12%	-5%	0%	-5%	20%
CCCN1CCN(C(=O)c2cc(COc3ccc(F)cc3F)on2)CC1	86%[activator]	-2%	-20%	-4%	-17%	0%	5%	47%[activator]	46%[activator]
Cc1ccc(S(=O)(=O)NNC(=O)c2c(O)c3ccccc3[nH]c2=O)cc1	.	4%	-8%	0%	-9%	-5%	-25%	2%	3%
Cc1ccc(C)c(OCC(=O)N2CCc3ccccc3C2)c1	?	1%	?	-7%	-9%	2%	5%	-11%	15%
O=C(Nc1cccnc1)C1CCCN(S(=O)(=O)c2ccccc2)C1 (centres undefined)	17%	2%	-12%	-6%	-11%	10%	1%	?	-5%
O=c1nc2ccccc2c2n1CC(CN1CCN(Cc3ccccc3)CC1)N2 (centres undefined)	-3%	-3%	-14%	2%	-13%	0%	33%	-7%	9%
COC(=O)COc1ccc2c(-c3cccc([N+](=O)[O-])c3)cc(=O)oc2c1	-26%[0.501 µM]	-14%	?	-6%	5%	-7%	4%	-2%	4%
O=C(CCNc1ccc(Br)cc1)c1cccc([N+](=O)[O-])c1	3.2µM*	1%	-21%	-10%	-21%	?	0%	-3%	120%[activator]
Cn1c(=O)c2c(nc(-n3ccnc3)n2Cc2ccc([N+](=O)[O-])cc2)n(C)c1=O	17%[59 µM]	-3%	-5%	-1%	-7%	11%	9%	-1%	-7%
O=C(COC(=O)c1ccc(Br)o1)Nc1ncc(Cl)cc1Cl	?	-42%	-13%	-16%	?	50µM*	?	-10%	?
CCCc1nnc(NC(=O)COC(=O)c2cc(C)nc3ccccc23)s1	14%[59 µM]	-1%	-17%	-1%	-1%	3%	19%	-8%	19%
CC(C)(C)OC(=O)N1CCC(c2c(C(=O)N3CCC(c4ccccc4)C3)cnn2-c2cccc(Cl)c2)CC1 (centres undefined)	-33%[59 µM]	-6%	43%[activator]	-5%	-24%	-10%[57.1 µM]	-1%	.	34%[activator]
Cc1ccc(S(=O)(=O)/C=C/C#N)cc1	1.6µM*	-2%[60.1 µM]	7%&-1%	0%	.	.	.	-2%&0%	.

# Taken from above:
# Pol eta inh with COC(=O)COc1ccc2c(-c3cccc([N+](=O)[O-])c3)cc(=O)oc2c1 : 5%
# BLM inh with O=C(CCNc1ccc(Br)cc1)c1cccc([N+](=O)[O-])c1 : -10%

# Additional structures follow:
compound	G9a block	Pol kappa inh	Anesthetic bind	BLM inh	Pol eta inh	BAZ2B block	POLB inh	APE1 inh	Pol iota inh
COc1cccc(C(=O)NNC(=O)Cc2ccc(Cl)cc2)c1	24%[59 µM]	2%[60.1 µM]	-8%	3%	2%	-6%	11%	3%	23%
Nc1nnc(/C=C/c2ccccc2Cl)s1	50µM*	-7%	-7%	-1%	-22%	2%	1%	2%	19%
Cc1ccc2c(N)c(C)ccc2c1	?	-10%	-8%	-1%	-4%	?	15%	-8%	14%
CCc1cccc(C)c1NC(=O)c1ccc2nc(N3CCOCC3)sc2c1	.	-15%	-6%	1%	-19%	3%	13%	-1%	33%[activator]
CCOC(=O)C1CCCN(CCC(=O)Nc2ccc3c(c2)CCC3)C1 (centres undefined)	-43%[12.7 µM]	-10%	2%	0%	-8%	-8%	?	-3%	7%
CN1CCN(CC(O)COc2ccc(C34CC5CC(CC(C5)C3)C4)cc2)CC1 (centres undefined)	?	-12%	?	-4%	?	?	-12%	4%	77%[activator]
CN(C(=O)COC(=O)c1cc([N+](=O)[O-])ccc1Cl)c1ccccc1	-9%	-9%	-6%	-5%	-5%	-25%	-20%	43%[activator]	27%
COc1ccc(/C=C(\C#N)C(=O)NC2CCS(=O)(=O)C2)cc1OC (centres undefined)	21%	-4%	-7%	4%	-13%	-5%	12%	-2%	4%
O=C(CSc1ncccc1-c1nc2ccccc2[nH]1)N1CCCCC1	-50%[12.7 µM]	0%	-7%	-5%	-16%	3%	7%	12%	-1%
O=C(Cn1nnc(-c2ccccc2F)n1)Nc1ccc2c(c1)OCCO2	10%	-14%	-3%	-3%	-13%	-38%	2%	9%	4%
Cc1cc(C)n2nc(N)c(N=Nc3ccc(Cl)cc3)c2n1	-2%[59 µM]	7%	-9%	-5%	-19%	0%	8%	1%	-21%
CCOc1ccc(N(CC(=O)Nc2cccc(N(C)S(C)(=O)=O)c2)S(=O)(=O)c2ccccc2)cc1	-10%	-5%	10%	-7%	-22%	-8%	32%	-13%	-14%
O=C1NC2(CCc3ccccc3C2)C(=O)N1CCOc1cccc(Cl)c1 (centres undefined)	5%[59 µM]	-4%	-16%	-4%	-11%	5%	17%	-4%	91%[activator]
O=C(O)CSCC(=O)Nc1cccc(C(F)(F)F)c1	?	-4%	-10%	1%	-3%	3%	-1%	1%	2%
O=C1CC(SCc2nc3ccccc3[nH]2)C(=O)N1c1ccc(F)c(Cl)c1 (centres undefined)	40µM*	-10%	-12%	-2%	-10%	?	11%	-1%	-5%
CC1CC1C(=O)OCC(=O)Nc1ccc2[nH]c(=O)[nH]c2c1 (centres undefined)	19%[12.7 µM]	-22%	-2%	-21%	50µM*	-27%	25µM*	-9%	40µM*
CC(C)CNc1nc(Oc2ccc(OCC(N)=O)nn2)nc(N2CCOCC2)n1	1%[59 µM]	-4%	-7%	1%	5%	-4%	9%	.	7%
CCOC(=O)C1=CN(Cc2cccc(F)c2)S(=O)(=O)NC1c1ccc2ccccc2c1 (centres undefined)	.	-1%	.	.	-20%	.	.	7%	3%

# Structural class, the entries above with an NH in an aromatic ring.
compound	G9a block	Pol kappa inh	Anesthetic bind	BLM inh	Pol eta inh	BAZ2B block	POLB inh	APE1 inh	Pol iota inh
COc1ccc2c(Sc3ccc(Cl)cc3)c(C(=O)NCCCN3CCCCC3)[nH]c2c1	-50%[59 µM]	-9%	-1%	-5%	-3%	-23%	-11%	.	50%[activator]
O=C(NCCc1nc2ccccc2[nH]1)c1cc([N+](=O)[O-])cc([N+](=O)[O-])c1	4%[59 µM]	-16%	4%	4%	-20%	-14%	35%	12%	33%[activator]
CCOC(=O)c1[nH]c(C)c(C(=O)Nc2cccc(Cl)c2C)c1C	18%[2.33 µM]	-6%	-22%	1%	-12%	-5%	0%	-5%	20%
Cc1ccc(S(=O)(=O)NNC(=O)c2c(O)c3ccccc3[nH]c2=O)cc1	.	4%	-8%	0%	-9%	-5%	-25%	2%	3%
O=C(CSc1ncccc1-c1nc2ccccc2[nH]1)N1CCCCC1	-50%[12.7 µM]	0%	-7%	-5%	-16%	3%	7%	12%	-1%
O=C1CC(SCc2nc3ccccc3[nH]2)C(=O)N1c1ccc(F)c(Cl)c1 (centres undefined)	40µM*	-10%	-12%	-2%	-10%	?	11%	-1%	-5%
CC1CC1C(=O)OCC(=O)Nc1ccc2[nH]c(=O)[nH]c2c1 (centres undefined)	19%[12.7 µM]	-22%	-2%	-21%	50µM*	-27%	25µM*	-9%	40µM*

# Assay outcomes deposited in PubChem by National Center for Advancing Translational Sciences (NCATS).
